Screening results as filed in PubChem BioAssay.
SMN2 splice enh – increases expression of the SMN2 splice variant | HEK293 SMN2-luciferase splicing reporter, luminescence, 30-36 h | 210,000 tested, 2.8% active | Potency, µM (series often up to 46.1 µM), for inactives: at the top dose activity change, positive = activation, actives largely listed as activators; also: % of control where 0% means no effect; nearly all actives have a fitted effect of over 55% in size
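qHTS luciferase splicing reporter: luminescence rises when SMN2 exon 7 is included in transfected HEK293 cells. Compound exposure lasted 30-36 h at 37C, with 4.5 mM final sodium butyrate as control, followed by a ONE-Glo read.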
GAA glycogen – GAA glycogen-cleavage inhibition or activation. P10253. AID 2100. Potency, µM (highest dose often 76.4 µM), for the others: at the highest dose activity change, negative = inhibition, usual class: inhibitors. 300,000 tested, 0.38% active. recombinant GAA, glycogen substrate, Amplex Red glucose oxidase fluorescence;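 also: 0% = full enzyme reaction and -100% = no-enzyme basal signal; the screen sought inhibitors and activators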
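Recombinant human alpha-glucosidase (4 nM final) hydrolysed bovine liver glycogen (30 ug) for 40 min at 37 C in pH 5.0 citrate/phosphate with 0.01% Tween-20. Released glucose detected by glucose oxidase/Amplex Red, Ex 573/Em 610 nm. Compounds up to 77 uM; AC50 from Hill fits.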
* hit, by the source's call; u = inconclusive; [ ] = dose if it differs, or a comment. Calls follow the shape of the dose curve; as a rule, active = well fitted curve in the direction sought with a large enough effect; inconclusive = small, poorly fitted or top-dose-only effect, or another doubt; inactive = no such curve, though single readings can be large; an effect the other way counts as inactive or inconclusive. Potency is read from the fitted curve at half-maximal effect.

[1] O=C(Nc1ccc2nn(-c3ccccc3)nc2c1)c1ccc(-c2cccc(Cl)c2)o1
[2] CCc1cccc(NC(=O)CNS(=O)(=O)c2ccc3nc(C)sc3c2)c1
[3] CCc1cccc(C)c1NC(=O)CSc1nc2ccncc2[nH]1
[4] COc1cccc(NC(=O)Cn2c(=O)n(CCCC(=O)NCc3ccc4c(c3)OCO4)c(=O)c3ccccc32)c1
[5] COc1ccc(-c2cc(C(F)(F)F)n3nc(C(=O)Nc4sc5c(c4C(=O)OC(C)C)CCCC5)cc3n2)cc1OC
[6] Cc1c(C(=O)N(Cc2ccc(N(C)C)cc2)CC2CCCO2)oc2ccc(Cl)cc12 (configuration not stated)
assay / entry,1,2,3,4,5,6
GAA glycogen,-3.2%[76.3 µM],13.8%[76.3 µM],2.4%[76.3 µM],-0.3%[76.3 µM],-8.1%[76.3 µM],-2.5%[76.3 µM]
SMN2 splice enh,20.7%,-7.3%,11.7%,-6.0%,24.8%,8.7%

[7] COc1ccccc1NC(=O)Cn1c(=O)n(CC(=O)NCc2ccccc2Cl)c(=O)c2sccc21
[8] CCc1ccc(CNC(=O)c2cnc3sc4cc(OC)ccc4n3c2=O)cc1
[9] COc1ccc(NC(=O)C(Cc2c[nH]c3ccccc23)NC(=O)OC(C)(C)C)cc1 (configuration not stated)
[10] CCc1cccc(C)c1NC(=O)C1CCN(S(=O)(=O)c2cc(Br)cc3c2N(C(C)=O)CC3)CC1
[11] CCOc1ccc(-c2oc3ccc(C)cc3c(=O)c2O)cc1
[12] Cc1ccc2nc(Cl)c3cc(C(=O)NCCCN(C)Cc4ccccc4)sc3c2c1
assay / entry,7,8,9,10,11,12
GAA glycogen,-5.2%[76.3 µM],-8.2%[76.3 µM],-1.0%[76.3 µM],5.8%[76.3 µM],-4.5%[76.3 µM],-2.9%[76.3 µM]
SMN2 splice enh,-11.4%,4.4%,3.5%,-1.0%,-6.1%,-30.8%[inhibitor]

[13] O=C(Nc1ccc2nn(-c3ccccc3)nc2c1)c1cc2ccccc2o1
[14] CCOc1ccccc1C1C(C(=O)N2CCCCC2)=C(C)Nc2nc3ccccc3n21 (configuration not stated)
[15] Cc1ccc(S(=O)(=O)Nc2cc(Cl)c3oc4c(c3c2)C(=O)CC(C)(C)C4)cc1
[16] COc1ccc(Cl)c(Cn2c(NCCN)nc3c2c(=O)n(C)c(=O)n3C)c1
[17] Cc1cc(N2CCC(C(=O)Nc3ccc(F)cc3C)CC2)n2nc(C)c(-c3ccc(Cl)cc3)c2n1
[18] COc1ccc(CCNC(=O)c2cn(C)c3ccc(S(=O)(=O)N4CCOCC4)cc3c2=O)cc1OC
assay / entry,13,14,15,16,17,18
GAA glycogen,-4.3%[76.3 µM],-12.4%[76.3 µM],1.9%[76.3 µM],12.8%[76.3 µM],15.1%[76.3 µM],6.9%[76.3 µM]
SMN2 splice enh,-16.7%,-2.4%,-4.1%,0.9%,12.2%,23.2%

[19] COc1ccc2c(c1)cc1c(=O)n(CC(=O)NC3CCCCC3)nc(C)n12
[20] CCn1c(C(=O)Nc2cc(C)cc(C)c2)cc2sc(Cl)cc21
[21] CC(C)c1ccc(Nc2cc(C(=O)NC3CCCCC3)c3ccccc3n2)cc1
[22] CCC(=O)N1CCc2cc(S(=O)(=O)NCCC(=O)Nc3ccc(OC)c(Cl)c3)ccc21
[23] CCOC(=O)CN1C(C(=O)c2ccccc2)=C(OC(=O)C(C)(C)C)c2ccccc2S1(=O)=O
[24] O=C(Cn1c(=O)n(Cc2ccccc2)c(=O)c2sc3ccccc3c21)NCc1ccccc1Cl
assay / entry,19,20,21,22,23,24
GAA glycogen,11.9%[76.3 µM],0.8%[76.3 µM],-4.3%[76.3 µM],-8.9%[76.3 µM],-0.2%[76.3 µM],-9.1%[76.3 µM]
SMN2 splice enh,1.6%,1.4%,-8.4%,-20.3%,-11.3%,3.9%

[25] CCn1cc2nc(SCc3cccc(OC)c3)n(Cc3ccc(Cl)cc3)c(=O)c2n1
[26] COc1ccc(-c2nc3c(c(SCC(=O)N4CCCCC4)n2)Cc2cc(Cl)ccc2O3)cc1
[27] Cc1ccc(S(=O)(=O)c2cn(CC(=O)Nc3cccc(C)c3)c3cc4c(cc3c2=O)OCO4)cc1
[28] CCC(Sc1ncc(S(=O)(=O)c2ccc(Cl)cc2)c(=O)[nH]1)C(=O)Nc1ccc(OC)cc1 (configuration not stated)
[29] Cc1cccc(C)c1Nc1nn2c(=O)c3cc4c(cc3nc2s1)OCO4
[30] Cc1cc(C)c(S(=O)(=O)Nc2ccc3oc4c(c3c2)C(=O)CC(C)(C)C4)cc1C
assay / entry,25,26,27,28,29,30
GAA glycogen,-11.0%[76.3 µM],-6.6%[76.3 µM],1.3%[76.3 µM],2.4%[76.3 µM],9.5%[76.3 µM],5.1%[76.3 µM]
SMN2 splice enh,-1.1%,4.7%,8.2%,-1.8%,-2.4%,-13.8%

An excerpt from above in order of length of the SMILES, smallest number first.
[2] CCc1cccc(NC(=O)CNS(=O)(=O)c2ccc3nc(C)sc3c2)c1
[26] COc1ccc(-c2nc3c(c(SCC(=O)N4CCCCC4)n2)Cc2cc(Cl)ccc2O3)cc1
[4] COc1cccc(NC(=O)Cn2c(=O)n(CCCC(=O)NCc3ccc4c(c3)OCO4)c(=O)c3ccccc32)c1
assay / entry,2,26,4
GAA glycogen,13.8%[76.3 µM],-6.6%[76.3 µM],-0.3%[76.3 µM]
SMN2 splice enh,-7.3%,4.7%,-6.0%

(next part)
[31] Cc1cc(C)c(NC(=O)CN(C)S(=O)(=O)c2ccc3c(c2)CCC(=O)N3)c(C)c1
[32] CCOC(=O)c1cc2c(=O)n3ccccc3nc2n(C)c1=NC(=O)c1c(-c2c(F)cccc2Cl)noc1C
[33] Cc1ccc(NC(=O)CN2C(=O)CC(c3ccco3)Sc3ccccc32)cc1Cl (configuration not stated)
[34] O=C(Cn1c(=O)oc2cc(S(=O)(=O)NCc3ccccc3)ccc21)Nc1cccc(F)c1
[35] Cc1c(Cl)cccc1NC(=O)Cn1cc(C(=O)c2cccs2)c2ccccc21
[36] CSc1nc2sc3c(c2c(=O)n1-c1ccc(C)cc1)CCCC3
assay / entry,31,32,33,34,35,36
GAA glycogen,14.3%[76.3 µM],-6.5%[76.3 µM],-8.7%[76.3 µM],8.7%[76.3 µM],16.5%[76.3 µM],-7.3%[76.3 µM]
SMN2 splice enh,-22.3%,10.7%,-4.9%,-2.2%,-42.6%[inhibitor],-16.9%

[37] CC1CCN(Cc2c(O)ccc3c(=O)c(-c4cccc(Cl)c4)c(C(F)(F)F)oc23)CC1
[38] Cc1cccc(NC(c2cccc(Cl)c2)c2ccc3cccnc3c2O)n1 (configuration not stated)
[39] COc1ccc(Cl)cc1NC(=O)c1cc(=O)c2cc(C)cc(C)c2o1
[40] CCC(=O)N1CCc2cc(Br)cc(S(=O)(=O)CCC(=O)N3CCN(c4cccc(C)c4)C(C)C3)c21 (configuration not stated)
[41] Cc1ccc(CN(Cc2ccco2)C(=O)c2ccc(Cl)cc2Cl)cc1
[42] COc1ccc2[nH]cc(CCNC(=O)Nc3ccccc3)c2c1
assay / entry,37,38,39,40,41,42
GAA glycogen,2.2%[76.3 µM],-12.5%[76.3 µM],10.7%[76.3 µM],-6.8%[76.3 µM],-0.3%[76.3 µM],-17.3%
SMN2 splice enh,-4.2%,-31.5%[inhibitor],1.8%,-11.8%,-0.8%,-11.1%

[43] COc1ccc(C2CC(=O)N(Cc3ccc(F)cc3)c3ccccc3S2)cc1OC (configuration not stated)
[44] CC1=C(C(N)=O)C(c2ccc(C)cc2)n2nc(SCc3ccccc3)nc2N1 (configuration not stated)
[45] CC1CCN(S(=O)(=O)c2ccc3ncn(CC(=O)Nc4ccccc4C(F)(F)F)c(=O)c3c2)CC1
[46] Cc1ccc(-n2c(SCC(N)=O)nc3c(oc4ccccc43)c2=O)cc1C
[47] Cc1ccc(NC(=O)c2cc3c(Cl)nc4ccc(C)cc4c3s2)c(Cl)c1
[48] COC(=O)c1ccc(C(=O)OC)c(NC(=O)c2cc3nc(-c4ccc(C)cc4)cc(C(F)(F)F)n3n2)c1
assay / entry,43,44,45,46,47,48
GAA glycogen,11.0%[76.3 µM],-0.4%[76.3 µM],-6.2%[76.3 µM],-5.4%[76.3 µM],15.3%[76.3 µM],5.6%[76.3 µM]
SMN2 splice enh,-42.0%[inhibitor],3.8%,5.9%,6.6%,-2.7%,15.0%

Whole records as entered above.
Profile of Cc1ccc(-n2c(SCC(N)=O)nc3c(oc4ccccc43)c2=O)cc1C : GAA glycogen: -5.4%[76.3 µM]; SMN2 splice enh: 6.6%
Profile of CC1=C(C(N)=O)C(c2ccc(C)cc2)n2nc(SCc3ccccc3)nc2N1 (configuration not stated) : GAA glycogen: -0.4%[76.3 µM]; SMN2 splice enh: 3.8%

(list continues)
[49] COc1cc(OC)cc(C(=O)Nc2ccccc2-c2nc3ccccc3s2)c1
[50] CCc1ccc2oc(C(=O)Nc3c(C)n(C)n(-c4ccccc4)c3=O)cc(=O)c2c1
[51] Cn1c2ccc(F)cc2c2nnc(SCCN3CCCCC3)nc21
[52] Cc1ccccc1-c1nc(CN2CCC(C(=O)NCc3ccc(F)cc3)CC2)c(C)o1
[53] O=C(O)c1ccccc1NC(=O)N1c2ccccc2Sc2ccccc21
[54] CCOc1ccc(CCNC(=O)c2cc3c(s2)-c2c(C)cccc2OC3)cc1
assay / entry,49,50,51,52,53,54
GAA glycogen,-9.7%[76.3 µM],0.0%[76.3 µM],-10.9%,10.0%[76.3 µM],17.8µM*,-20.9%[76.3 µM]
SMN2 splice enh,-12.8%,-16.2%,7.3%,-5.9%,-6.2%,-17.3%

[55] CCOc1ccc2c(c1)c(=O)c(S(=O)(=O)c1ccc(F)cc1)cn2CC(=O)Nc1ccccc1C
[56] CC(C)CNc1nc(NC(C)(C)C)nc(Oc2ccc(=O)n(-c3ccccc3)n2)n1
[57] COc1ccc2c(c1)CCc1sc(NC(=O)c3ccc(Cl)cc3)nc1-2
[58] Cc1ccccc1Cn1nnc2c(=O)[nH]c(C3CCCN(C(=O)c4ccc(F)cc4)C3)nc21 (configuration not stated)
[59] Cc1ccc(CNC(=O)CCCn2c(=O)[nH]c3ccc(Br)cc3c2=O)cc1
[60] CCc1ccc(OCc2cc(=O)n3c4c(sc3n2)CCCC4)cc1
assay / entry,55,56,57,58,59,60
GAA glycogen,6.4%[76.3 µM],-0.2%[76.3 µM],-5.8%[76.3 µM],0.8%[76.3 µM],-0.2%[76.3 µM],-16.4%[76.3 µM]
SMN2 splice enh,-7.9%,9.1%,-31.2%[inhibitor],28.4%,18.0%,-2.7%

[61] Cc1cccc(NC(=O)CN(c2ccc(C(C)C)cc2)S(=O)(=O)c2c(C)nn(C)c2C)c1C
[62] COc1ccc(Cn2c(CCC(=O)NCc3ccc(Cl)cc3)nc3cccnc32)cc1
[63] CCc1cc2c(cc3c(=O)n(CC(=O)NCc4cc(Br)ccc4OC)ncn32)s1
[64] Cc1cc(NC(=O)c2cc(-c3cccc(Cl)c3)on2)n(-c2ccccc2)n1
[65] COc1ccc2c(C)c(CCC(=O)NCc3ccc(OC)c(OC)c3)c(=O)oc2c1
[66] COc1ccccc1CNC(=O)CSCc1nc(-c2ccc(OC)c(OC)c2)oc1C
assay / entry,61,62,63,64,65,66
GAA glycogen,2.6%[76.3 µM],-1.8%[76.3 µM],-6.1%[76.3 µM],-11.3%[76.3 µM],-2.6%[76.3 µM],16.1%[76.3 µM]
SMN2 splice enh,3.0%,11.5%,u,3.0%,18.8%,-2.4%

[67] CCOC(=O)c1c(Nc2cccc(C(=O)OC)c2)nnc(-c2ccccc2)c1-c1ccccc1
[68] Cc1ccc(-c2nc(S(=O)(=O)c3ccc(C)cc3)c(N3CCN(c4ccccc4)CC3)o2)cc1
[69] CCOC(=O)c1[nH]c2c(c1Cc1ccccc1)C(=O)CC(c1ccc(C(C)(C)C)cc1)C2 (configuration not stated)
[70] CCC(=O)N1CCc2cc(Br)cc(S(=O)(=O)CCC(=O)N(CC)Cc3ccccc3)c21
[71] CCc1ccccc1NC(=O)c1c(NC(=O)c2ccccc2)sc2c1CCCC2
[72] CC(C)CCNc1nc2c(-c3ccccc3)nnn2c2ccccc12
assay / entry,67,68,69,70,71,72
GAA glycogen,5.9%[76.3 µM],3.8%[76.3 µM],-2.7%[76.3 µM],1.2%[76.3 µM],-6.9%[76.3 µM],-5.4%[76.3 µM]
SMN2 splice enh,-28.3%,29.4%,-12.9%,-7.8%,-11.0%,-12.0%

A portion of the library; the hit share may differ from the screen's.
